Bioassay records: PubChem, several laboratories
PfHsp40 yeast = rescue of yeast from PfHsp40 toxicity, primary screen, S. cerevisiae, ATP luminescence. S. cerevisiae expressing PfHsp40, growth rescue. growth rescue, % at 12.5 µM. hit rate 0.68% among 340,000; in the data active means growth rescue above about 28%, passing the limit was not always enough;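 further: yeast W303a lacking pdr1 and pdr3 grown in galactose medium; growth measured after three days at 30 °C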
Vc quorum ag = inducers of Vibrio cholerae quorum light production without autoinducers, primary screen, BH1578 luxS cqsA deficient, single point. V. cholerae BH1578 lux reporter, luminescence, 6 h. activation, % at 18.7 µM. hit rate 0.16% among 350,000. AID 588436, 2011; in the data active means activation mostly above about 9.7%, no sharp cut-off; further: not every result past the cut was called active; inactives centre near 0; reference of the scale not given here
FadD28 FP inh = inhibitors of FadD28 bisubstrate probe binding, primary screen, biochemical, fluorescence polarization, single point; Mycobacterium tuberculosis FadD28 fatty-acid-AMP ligase; inhibition, % at 12.5 µM; hit rate 0.22% among 360,000; AID 588549, 2011; in the data active means inhibition above about 8.5%, passing the limit was not always enough
TcdB inh = TcdB glycohydrolase inhibitors, primary screen, biochemical, single point, plate reader; Toxin B (Clostridioides difficile), P18177; TcdB glycohydrolase enzymatic assay; inhibition, % at 9.99 µM; AID 652162, 2013; hit rate 0.24% among 350,000; in the data active means inhibition above about 10%
GDH-TPI inh = GDH-TPI coupling enzyme inhibitors, primary screen, artefact control for M. tuberculosis FBA inhibitor project, biochemical, absorbance, full deck; GDH-TPI coupled enzyme counterscreen, NADH absorbance; inhibition, % at 4.8 µM; hit rate 1.2% among 360,000; in the data active means inhibition above about 30%;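 further: 0% = DMSO wells and 100% = wells lacking the enzyme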
Mtb BioA inh = M. tuberculosis BioA enzyme inhibitors, primary screen, biochemical, plate reader, single point, HTS. 7,8-diaminopelargonic acid synthase BioA (Mycobacterium tuberculosis). inhibition, % at 9.99 µM. purified M. tuberculosis BioA enzyme. hit rate 0.096% among 360,000; in the data active means inhibition above about 40%
Y pestis TopoI = Yersinia pestis topoisomerase I inhibitors, primary screen, biochemical, cleavage product accumulation, plate reader, single point; DNA topoisomerase I (Yersinia pestis CO92); Y. pestis Topo-I cleavage product accumulation; activity, % at 10 µM; hit rate 0.064% among 360,000; AID 504884, 2011; in the data active means activity above about 50%, passing the limit was not always enough; further: inactives centre near 2
Mtb FBA inh = Mtb FBA enzyme inhibitors, primary screen, biochemical, fluorescence, strain H37Rv; hit rate 2.3% among 360,000; purified M. tuberculosis FBA, fluorescence read-out; inhibition, % at 1 µM; Fructose-bisphosphate aldolase (Mycobacterium tuberculosis (strain ATCC 25618 / H37Rv)), …; in the data active means inhibition above about 27%;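 further: 0% = vehicle and 100% = reference inhibitor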
Target sequence (P9WQA3 whole entry, looked up): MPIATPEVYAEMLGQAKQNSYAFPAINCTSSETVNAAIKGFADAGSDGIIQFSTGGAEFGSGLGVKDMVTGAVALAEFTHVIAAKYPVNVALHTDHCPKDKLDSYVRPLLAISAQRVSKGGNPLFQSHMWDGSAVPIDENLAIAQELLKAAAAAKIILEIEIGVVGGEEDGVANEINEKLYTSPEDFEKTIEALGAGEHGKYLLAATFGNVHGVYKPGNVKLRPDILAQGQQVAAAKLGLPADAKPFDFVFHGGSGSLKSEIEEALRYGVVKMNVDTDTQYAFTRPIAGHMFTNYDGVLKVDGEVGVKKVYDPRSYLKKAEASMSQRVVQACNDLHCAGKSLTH
UGM FP inh = M. tuberculosis UGM enzyme inhibitors, primary screen, biochemical, fluorescence polarization, single point | UDP-galactopyranose mutase (Mycobacterium tuberculosis (strain ATCC 25618 / H37Rv)), … | purified UGM, fluorescence polarization probe displacement | hit rate 0.06% among 320,000 | inhibition, % at 10 µM; in the data active means inhibition above about 10%, passing the limit was not always enough
Target sequence (P9WIQ1 whole entry, looked up): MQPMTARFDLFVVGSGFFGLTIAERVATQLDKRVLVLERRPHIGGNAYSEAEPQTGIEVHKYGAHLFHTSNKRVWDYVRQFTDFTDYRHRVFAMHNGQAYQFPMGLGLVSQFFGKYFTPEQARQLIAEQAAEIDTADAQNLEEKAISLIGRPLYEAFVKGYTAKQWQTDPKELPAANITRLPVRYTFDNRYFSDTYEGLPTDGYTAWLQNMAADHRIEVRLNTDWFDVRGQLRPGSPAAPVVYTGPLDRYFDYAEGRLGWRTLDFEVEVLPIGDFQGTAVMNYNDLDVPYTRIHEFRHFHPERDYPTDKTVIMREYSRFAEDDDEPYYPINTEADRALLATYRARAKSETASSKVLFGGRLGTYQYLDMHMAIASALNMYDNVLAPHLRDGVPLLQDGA
* = called active by the depositor; i = inactive; nt = no result given.

| Compound | Vc quorum ag | TcdB inh | Y pestis TopoI | PfHsp40 yeast | FadD28 FP inh | GDH-TPI inh | Mtb FBA inh | UGM FP inh | Mtb BioA inh |
| --- | --- | --- | --- | --- | --- | --- | --- | --- | --- |
| O=C(CC12CC3CC(CC(C3)C1)C2)NCC(=O)N1CCCC1 | -0.9 | nt | -4 | -1.1 | -1.6 | 9 | 1 | -4.6 | -3.3 |
| COC(=O)c1ccc(Sc2ccc(C)cc2)c(N)c1 | -0.2 | 0.6 | 28 | -0.5 | -5.3 | 15 | 6 | 0.0 | 2.0 |
| Cc1ccc2nc(-c3cccc(Br)c3)cc(C(=O)NC3=NCCS3)c2c1 | -3.6 | 0.1 | -10 | 0.8 | -7.1 | 9 | -2 | -2.0 | nt |
| CC(C)c1ccc(N(C(=O)c2ccco2)C(C(=O)NC2CCCC2)c2cccnc2)cc1 (configuration not stated) | i | 1.2 | 21 | 0.8 | -2.9 | 4 | -4 | -3.6 | 0.6 |
| NC(=O)c1nsc(C(=O)N(CCc2ccccc2)C(C(=O)NC2CCCC2)c2ccco2)c1N (configuration not stated) | i | 0.2 | 20 | 2.9 | 0.4 | 16 | 9 | -1.8 | -1.1 |
| O=C(Nc1cc(Cl)ccc1N1CCOCC1)c1ccncc1 | i | 1.3 | 5 | -0.2 | nt | 5 | -3 | 0.5 | -0.5 |
| O=Cc1ccc(C(=O)OCC(=O)N2CCCC2)cc1 | 1.6 | 0.4 | 10 | -0.8 | nt | 7 | 4 | -2.2 | 0.2 |
| O=C(c1cc(COc2cccc(C(F)(F)F)c2)on1)N1CCC(c2ccncc2)CC1 | -3.6 | 1.0 | 15 | -0.1 | 1.8 | -7 | 2 | -0.9 | 2.3 |
| Cc1c(N2C(=O)C3C4C=CC(C5CC45)C3C2=O)c(=O)n(-c2ccccc2)n1C (configuration not stated) | 0.6 | 0.2 | 0 | -1.3 | -0.9 | -7 | 0 | 1.3 | -0.3 |
| COC(=O)CCN(C(=O)C1C2CC3CC(C2)CC1C3)c1ccccn1 (configuration not stated) | -0.2 | nt | 2 | 1.2 | -2.7 | -7 | 4 | 1.9 | nt |
| CCCCC(CC)C1OCC(C[N+]2(C)CCOCC2)O1 (configuration not stated) | -0.7 | -0.5 | -1 | 0.2 | -0.9 | 0 | 0 | 0.5 | 0.4 |
| COc1ccc(C(=O)COC(=O)COc2cc(C)cc(C)c2)cc1 | i | 0.4 | -4 | 1.6 | -0.3 | 1 | 3 | 0.2 | -2.9 |
| COC(=O)C1CCN(C(=O)C2CCCCC2)CC1 | -0.3 | nt | 10 | -1.0 | -1.0 | -2 | 0 | 1.8 | -1.3 |
| Cc1ccc2nc(N(CCCN(C)C)C(=O)c3ccc4c(c3)CCCC4)sc2c1 | i | nt | -9 | -0.5 | -7.1 | -1 | 2 | 2.1 | 0.9 |
| O=C(NC1CCCCC1)C1CCN(C(=O)c2ccc(Cl)cc2)CC1 | -0.6 | 1.5 | 5 | 0.7 | -3.0 | -8 | 1 | 2.2 | 2.8 |

Looked up above.
`O=C(Nc1cc(Cl)ccc1N1CCOCC1)c1ccncc1` in UGM FP inh is entered as 0.5
`O=C(c1cc(COc2cccc(C(F)(F)F)c2)on1)N1CCC(c2ccncc2)CC1` in FadD28 FP inh is entered as 1.8
`NC(=O)c1nsc(C(=O)N(CCc2ccccc2)C(C(=O)NC2CCCC2)c2ccco2)c1N` (configuration not stated) in GDH-TPI inh is entered as 16

Further records follow:
| Compound | Vc quorum ag | TcdB inh | Y pestis TopoI | PfHsp40 yeast | FadD28 FP inh | GDH-TPI inh | Mtb FBA inh | UGM FP inh | Mtb BioA inh |
| --- | --- | --- | --- | --- | --- | --- | --- | --- | --- |
| Cc1ccc(SC2CC(=O)N(c3ccc4c(c3)OCCO4)C2=O)cc1 (configuration not stated) | -0.6 | 3.0 | -10 | 0.2 | 0.4 | 2 | -2 | -1.4 | nt |
| Cn1c(SCC(=O)c2ccc(F)cc2)nnc1-c1cccnc1 | -0.2 | 0.6 | 2 | -0.8 | 1.7 | -1 | -3 | -1.2 | nt |
| O=C(NCc1ccccc1)C(=O)NCC1OCCN1C(=O)c1ccc(Cl)cc1 (configuration not stated) | i | 0.3 | 8 | 0.8 | -0.5 | -2 | 3 | 0.4 | nt |
| Cc1cccc(NC(=O)CN2C(=O)NC(C)(c3ccc4ccccc4c3)C2=O)n1 (configuration not stated) | -0.3 | 1.9 | -3 | -0.9 | -0.4 | 6 | 5 | 7.2 | 1.9 |
| COc1ccc(C(C)=O)cc1COc1cccnc1[N+](=O)[O-] | 1.2 | 1.7 | 4 | -0.8 | -3.9 | 12 | -1 | -1.6 | 13 |
| CC(=O)Nc1cccc(C(=O)OCc2ccc(C(=O)Oc3ccc(Cl)cc3)cc2)c1 | i | nt | 13 | 8.9 | -4.8 | -7 | -4 | -2.1 | -0.4 |
| COc1ccccc1C1(O)CCN(CC(=O)Nc2nc(-c3ccccc3)cs2)CC1 | -0.2 | 1.4 | 28 | 0.9 | -3.9 | 4 | 1 | 0.3 | -1.1 |
| Cc1cc2ccccn2c1C(=O)c1ccc(C#N)cc1 | i | 0.3 | 11 | -0.9 | -1.7 | -1 | -1 | -0.5 | -0.3 |
| Cc1nn(C(C)(C)C)c(N)c1-c1ccccc1 | -0.3 | nt | -3 | -0.5 | -3.8 | 8 | 2 | 1.2 | nt |
| Nc1ccc(N2CCCCC2)c(Cl)c1 | -0.4 | -0.7 | 2 | -0.7 | -1.3 | -1 | 0 | 2.3 | nt |
| O=C(Nc1nnc(SCCN2CCOCC2)s1)C1CC(=O)N(c2ccccc2)C1 (configuration not stated) | i | 0.4 | 11 | -0.4 | -2.0 | 2 | -1 | 6.0 | -1.3 |
| Cn1c(CNC(=O)CNS(=O)(=O)c2ccc(Cl)cc2)cc(=O)n(C)c1=O | -6.9 | 0.1 | -7 | 0.0 | 0.4 | 14 | 4 | 0.8 | -3.4 |
| Cc1ccnc(NS(=O)(=O)c2ccc(NC(=O)/C=C/c3ccccc3)cc2)n1 | -0.5 | 1.7 | 10 | -1.6 | -0.7 | 24 | 2 | 1.4 | -1.6 |
| O=C(c1noc2c1CCCC2)N1CCN(c2ccc(F)cc2)CC1 | i | -0.2 | 11 | -0.7 | -0.7 | 2 | 2 | -2.1 | nt |
| CC(=O)N(C(C)=O)n1c(/C=C/c2ccc([N+](=O)[O-])cc2)nc2ccccc2c1=O | -0.2 | 0.4 | 14 | 0.9 | -0.4 | 19 | -1 | -1.4 | nt |
| CC(=O)Nc1ccc(S(=O)(=O)NNC(=O)NC23CC4CC(CC(C4)C2)C3)cc1 | i | -1.3 | -6 | -1.3 | 1.1 | 1 | 6 | 0.1 | -0.5 |
| Cc1ccc(C)c(C(=O)CSc2nnnn2C(C)C)c1 | -0.3 | nt | -5 | 0.8 | -1.4 | -1 | 0 | -2.1 | -0.3 |
| CCC(C)n1[nH]c(=O)cc1N (configuration not stated) | -0.5 | -0.1 | -1 | 1.0 | 0.4 | 6 | 2 | -0.9 | -0.6 |
| Cc1nn(C)c(C)c1NC(=O)CSc1nnc(C)n1-c1ccccc1 | i | 0.9 | -7 | -0.2 | 2.6 | -5 | 17 | 2.9 | -0.1 |
| COc1cc(C(=O)NNC(=S)NC(=O)c2ccccc2C)cc(OC)c1OC | i | nt | -1 | 6.2 | -0.4 | 8 | -1 | 4.0 | nt |
| COc1ccc(CC2C(=O)OC(C)(C)OC2=O)cc1 | i | nt | -7 | 0.0 | -2.0 | 16 | 3 | -3.1 | -1.1 |
| O=C(NCc1ccccc1)c1ccc(NC(=O)C2CC2)cc1 | -0.6 | -1.1 | -8 | 0.9 | -3.7 | -1 | -1 | nt | -0.8 |
| COC(=O)c1c(C)[nH]c(C=Nc2ccc(OC)cc2)c1C | -0.7 | 0.6 | -10 | -0.3 | -1.6 | 2 | -2 | 1.0 | 1.1 |
| CC(NC(=O)/C=C/c1cnc2ccccc2n1)C12CC3CC(CC(C3)C1)C2 (configuration not stated) | 0.3 | 0.5 | 7 | 2.8 | 2.0 | 14 | -4 | 1.0 | -2.8 |
| CS(=O)(=O)N(CCCC(=O)N1CCCCCC1)c1cccc(Cl)c1 | 0.0 | 1.5 | 8 | 0.0 | -3.2 | 0 | 0 | 2.7 | 1.9 |
| CCn1c(=O)cc(N2CCC3(CC2)OCCO3)[nH]c1=O | i | 0.5 | 5 | -0.3 | 1.0 | 0 | 3 | -4.0 | -2.2 |
| COP(=O)(/C=C(\Cl)c1ccccc1)/C=C(\Cl)c1ccccc1 | 1.2 | 2.7 | 5 | 1.1 | -4.1 | -9 | 0 | 0.4 | 4.0 |
| CC(C)c1nc(CN2CCCCC2)cc(=O)[nH]1 | 0.0 | 0.1 | 2 | 0.6 | -0.7 | 1 | 2 | -4.0 | nt |
| COc1ccccc1OCCC(=O)OCC(=O)Nc1ccc(S(=O)(=O)N2CCOCC2)cc1 | -0.3 | 3.6 | 5 | -0.8 | -3.9 | -5 | 0 | 1.8 | nt |
| CCN1CCN(c2ccc(NC(=O)c3ccc(Br)o3)cc2)CC1 | i | 0.3 | -1 | 0.8 | -2.9 | 10 | -2 | nt | -3.6 |

Among those listed so far, these have bromine.
| Compound | Vc quorum ag | TcdB inh | Y pestis TopoI | PfHsp40 yeast | FadD28 FP inh | GDH-TPI inh | Mtb FBA inh | UGM FP inh | Mtb BioA inh |
| --- | --- | --- | --- | --- | --- | --- | --- | --- | --- |
| Cc1ccc2nc(-c3cccc(Br)c3)cc(C(=O)NC3=NCCS3)c2c1 | -3.6 | 0.1 | -10 | 0.8 | -7.1 | 9 | -2 | -2.0 | nt |
| CCN1CCN(c2ccc(NC(=O)c3ccc(Br)o3)cc2)CC1 | i | 0.3 | -1 | 0.8 | -2.9 | 10 | -2 | nt | -3.6 |

Next section.
| Compound | Vc quorum ag | TcdB inh | Y pestis TopoI | PfHsp40 yeast | FadD28 FP inh | GDH-TPI inh | Mtb FBA inh | UGM FP inh | Mtb BioA inh |
| --- | --- | --- | --- | --- | --- | --- | --- | --- | --- |
| O=C(O)C(Cc1ccccc1)n1cnnn1 (configuration not stated) | i | 1.4 | 4 | -0.5 | -2.2 | 1 | 0 | 1.6 | -2.4 |
| COc1cccc(C2=Nc3cccc4cccc(c34)N2)c1 | i | 1.0 | -31 | -1.4 | -4.6 | 8 | -7 | 0.1 | -2.0 |
| COc1ccccc1-c1cccc([C@@H]2C[C@H]3[C@H](CON3C)CN2C(C)=O)c1 | -1.4 | 2.0 | -2 | -0.6 | -1.4 | 7 | 6 | nt | -0.3 |
| O=C(COC(=O)c1ccccc1NC(=O)c1ccco1)NC1CC1 | -0.3 | 1.3 | 5 | -0.2 | -1.5 | 6 | 0 | -1.3 | nt |
| CCn1c(=S)sc2c(=O)n(CC(=O)Nc3ccc(C(C)=O)cc3)c(C)nc21 | 0.0 | 0.9 | 5 | 1.6 | 0.8 | 22 | 3 | -0.9 | 0.2 |
| O=C(COC(=O)C1CC2CCCC(C1)C2=O)Nc1cccc(F)c1 (configuration not stated) | 0.1 | -4.1 | 0 | 0.1 | -0.7 | 0 | -1 | 3.7 | 1.5 |
| O=C(OCC(=O)N1CCCC1)c1c2c(nc3ccccc13)CCCCC2 | nt | -0.6 | 9 | 3.6 | -4.8 | -6 | 2 | 1.6 | nt |
| CCOC(=O)c1cccc(N2C(=O)c3ccccc3S2(=O)=O)c1 | -1.4 | nt | 12 | 1.1 | -0.8 | 4 | -2 | -0.8 | 1.4 |
| CC1(OC(=O)CCc2ccccc2)C(=O)C=C2C=C3CCCN3C=C2C1=O (configuration not stated) | -0.8 | -2.0 | -13 | -0.5 | 0.3 | 21 | -4 | 0.2 | -1.5 |
| COc1ccc(NC(=O)CS(=O)CC(=O)N2CCN(C3CCCC3)CC2)cc1 (configuration not stated) | -0.1 | 0.6 | 5 | -0.9 | -2.4 | 7 | -1 | 0.3 | 0.4 |
| CCCCOc1nc(N)nc(-c2ccccc2)n1 | -1.0 | nt | -8 | 0.9 | 0.0 | 6 | -1 | 0.8 | -1.2 |

Compounds were not picked by outcome; any-hit rate near 4.6%.
